Bioassay records as filed in PubChem.
HttQ103 aggreg = reduces HttQ103-GFP aggregates in PC12 cells. 220,000 tested, 1.1% active. PC12 HttQ103-GFP aggregates, Acumen cytometry, 40 h. AID 1688. Potency, µM (series often up to 46.1 µM), for inactives: at the highest dose activity change, negative = inhibition, usual class: inhibitors; also: potency is read from the fitted curve at half-maximal effect; % is scaled to controls: 0 for no effect and ±100 for the full control effect; nearly all actives have a fitted effect of over 60% in size
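Quantitative HTS on tebufenozide-induced (100 nM) PC12 cells stably expressing polyQ103 Huntingtin exon 1–GFP. Reduction of bright GFP aggregates, detected by laser scanning cytometry after lysis, identified actives across the titration.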
Lamin A splicing = LMNA splicing modulation; HeLa LMNA splicing GFP/RFP minigene ratio, 48 h; 200,000 tested, 0.01% active; Potency, µM (highest dose often 46.1 µM), for inactives: at the top dose ratio change, negative = inhibition, hits mostly inhibitors; active = well fitted inhibition curve with a large enough effect in the signal ratio, with a control signal flat, not every such curve was filed as active; inconclusive = small, poorly fitted or top-dose-only effect, or effect the other way, or a change in a side signal; the % refers to the signal ratio; also: potency is read from the fitted curve at half-maximal effect; % is scaled to controls: 0 for no effect and ±100 for the full control effect
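S3 HeLa stable clones carrying a lamin A-EGFP splicing minigene plus DsRed2 were seeded at 600 cells/well in Opti-MEM with 2% FBS, pin-dosed and incubated 48 h at 37°C. Acumen cytometry (488 nm) gave the GFP/RFP total-intensity ratio.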
GAA inhib = alpha-glucosidase (human) inhibition; P10253; purified human GAA, 4-MU-alpha-glucoside fluorescence; Potency, µM (titrated, usually from 76.9 µM), without a hit: at the highest dose activity change, negative = inhibition, hits mostly inhibitors; 200,000 tested, 0.005% active; AID 1466;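 also: potency is read from the fitted curve at half-maximal effect; plate controls were uninhibited enzyme wells for no effect and no-enzyme background for full effect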
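Fluorescence at Ex 365/Em 440 nm from 4-methylumbelliferone reported enzyme activity after 20 min at room temperature. Reactions used 4 nM enzyme and 400 uM substrate at pH 5.0; curves fitted with the Hill equation.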
GAA glycogen mod = inhibitors or activators of human alpha-glucosidase glycogen cleavage | AID 2100 | 300,000 tested, 0.38% active | Potency, µM (top dose mostly 76.4 µM), inactives show at the highest dose activity change, negative = inhibition, hits mostly inhibitors | recombinant GAA, glycogen substrate, Amplex Red glucose oxidase fluorescence;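 also: potency is read from the fitted curve at half-maximal effect; 0% = full enzyme reaction and -100% = no-enzyme basal signal; the screen sought inhibitors and activators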
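Recombinant enzyme (4 nM final) with compounds titrated up to 77 uM and bovine liver glycogen (30 ug) in citrate pH 5.0, 0.01% Tween-20, 37 C 40 min. Released glucose detected by Amplex Red/glucose oxidase (Ex 573/Em 610); AC50 from Hill fits.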
aGlu spleen mod = inhibitors or activators of human alpha-glucosidase in spleen homogenate. P10253. 240,000 tested, 0.006% active. Potency, µM (titrated, usually from 79.9 µM), for inactives: at the highest dose activity change, negative = inhibition, hits mostly inhibitors. human spleen homogenate, 4-MU-alpha-glucoside fluorescence;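 also: potency is read from the fitted curve at half-maximal effect; 0% = enzyme with vehicle and -100% = no enzyme basal signal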
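AC50 values come from Hill-equation fits of concentration-response data, normalized to no-enzyme and full-activity controls. Enzyme source: 1 ug human spleen homogenate; 1 mM fluorogenic 4-MU glucoside, pH 5.0 citrate buffer, 37 C, 40 min.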
HTT ATP protect = Huntington cell model cytoprotection by ATP luminescence. PC12 HTT-Q103 induced, cytoprotection, ATP luminescence, 40 h. Potency, µM (doses to about 56.4 µM), inactives show cytoprotection (ATP increase), hits mostly activators. 230,000 tested, 0.14% active. AID 1471;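 also: potency is read from the fitted curve at half-maximal effect; % of control where 0% means no effect; nearly all actives have a fitted effect of over 45% in size; toxic huntingtin expression switched on by the ecdysone agonist tebufenozide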
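Compounds added alongside 100 nM tebufenozide, which induces toxic Q103 huntingtin exon 1-GFP in stable PC12 cells; surviving cells quantified by luminescent ATP measurement. Medium: phenol red-free DMEM, 5% equine and 5% calf serum.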
CBFb RUNX1 block = blocks binding between human CBF-beta and RUNX1; AlphaScreen CBFb-His/RUNX1-biotin binding, biochemical; Potency, µM (highest dose often 59.8 µM), for the others: at the top dose activity, negative = inhibition, most hits filed as inhibitors; 230,000 tested, under 10 active; AID 1477; also: % of control where 0% means no effect
Target sequence (Q01196 whole entry, looked up): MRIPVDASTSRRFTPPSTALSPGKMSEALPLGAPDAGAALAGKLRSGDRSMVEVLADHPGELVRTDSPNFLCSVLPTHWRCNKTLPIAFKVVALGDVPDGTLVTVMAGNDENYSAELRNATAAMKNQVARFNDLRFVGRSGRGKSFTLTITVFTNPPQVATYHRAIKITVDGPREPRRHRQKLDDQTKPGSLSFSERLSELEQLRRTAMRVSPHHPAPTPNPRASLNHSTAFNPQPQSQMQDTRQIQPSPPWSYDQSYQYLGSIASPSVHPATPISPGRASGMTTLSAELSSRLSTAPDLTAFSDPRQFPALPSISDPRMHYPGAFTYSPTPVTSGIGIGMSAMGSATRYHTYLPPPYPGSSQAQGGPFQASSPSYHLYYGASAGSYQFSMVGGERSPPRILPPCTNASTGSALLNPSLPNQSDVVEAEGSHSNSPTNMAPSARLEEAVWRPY
Target sequence (Q13951 whole entry, looked up): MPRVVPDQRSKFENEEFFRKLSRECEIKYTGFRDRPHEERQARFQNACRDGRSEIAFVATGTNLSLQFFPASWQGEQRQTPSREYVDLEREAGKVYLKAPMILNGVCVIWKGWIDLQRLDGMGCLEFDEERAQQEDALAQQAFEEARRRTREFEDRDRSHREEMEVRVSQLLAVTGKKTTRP
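AlphaScreen binding: CBFb-His and RUNX1-biotin (30 nM each) preincubated 20 min, compound added for 15 min, then nickel and streptavidin beads for 90 min, all at room temperature. Disruption of the interaction by any mechanism counts as activity.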
Starred values were filed as active, the others as inactive; ? = inconclusive; / = not tested or not shown; [ ] = another dose, or the depositor's remark. Unless noted, calls follow the shape of the dose curve; as a rule, active = well fitted curve in the direction sought with a large enough effect; inconclusive = small, poorly fitted or top-dose-only effect, or another doubt; inactive = no such curve, though single readings can be large; an effect the other way counts as inactive or inconclusive.

SMILES | HttQ103 aggreg | Lamin A splicing | GAA inhib | GAA glycogen mod | aGlu spleen mod | HTT ATP protect | CBFb RUNX1 block
O=c1[nH]c2cccnc2n1-c1ccc([N+](=O)[O-])cc1 | 9.3%[9.22 µM] | / | / | 4.7% | -7.9% | 20.3%[10 µM] | 10.6%
O=C(O)C1C(c2ccccc2)C(C(=O)N2CCOCC2)C1c1ccccc1 (stereo not drawn) | 18.0% | 5.2% | -3.2% | 3.3% | 6.0% | -8.4%[10 µM] | 2.0%
COc1ccc(CCNC(=O)CSc2nncn2N)cc1OC | 12.6% | -2.1% | -8.5% | 4.0% | -5.6% | -0.9%[1.9 µM] | 0.5%
COC(=O)c1nc(NC(C)=O)n[nH]1 | -2.0% | 0.3% | -8.9% | -17.8% | 6.5% | -7.5%[10 µM] | 1.9%
O=C(O)c1ccc(S(=O)(=O)N(Cc2cccs2)CC2CCCO2)cc1 (stereo not drawn) | 6.0%[9.22 µM] | / | / | -7.8% | 18.5% | 10.1%[10 µM] | -6.2%
Cc1ccccc1OC(=O)CCC(=O)OCCCC(F)(F)C(F)(F)F | 4.7% | -1.4% | -0.2% | -4.3% | -2.5% | -3.6% | 15.1%
CNC(=S)N1N=C(c2ccc(C)cc2)CC1c1ccc(Br)cc1 (stereo not drawn) | -22.5% | -5.1% | -1.8% | -8.8% | -6.4% | -36.0% | -4.9%
COCCCn1c(SCC(=O)N2CC(=O)Nc3ccccc32)nnc1-c1ccoc1C | 9.8% | 1.8% | 3.9% | 6.2% | 5.7% | -4.5% | 5.1%
C=CCn1c(=O)/c(=C2/Sc3cc(OC)ccc3N2C)s/c1=C1\C(=O)N(CC)C(=S)N1C | 4.2%[9.22 µM] | 18.7%[46 µM] | 17.6% | -14.5% | -19.0% | -2.7%[10 µM] | -6.9%
COc1cc(C(=O)N/N=C/c2ccsc2C)cc(OC)c1OC | 8.3% | ? | 6.4% | 2.9% | -3.0% | -94.9%[inhibitor] | 6.0%
Cc1ccccc1/C=N/n1c(-c2ccccn2)n[nH]c1=S | -13.6%[9.22 µM] | / | / | -6.3% | -2.0% | 6.2%[10 µM] | /
COC(=O)C1=C(C(=O)OC)[C@@H]2N(C)c3ccc(OC)cc3[C@@]23C[C@@H](C(=O)OC)N(C(C)=O)C3=N1 | / | -19.6%[9.22 µM] | / | / | 12.2%[17.4 µM] | / | 0.2%[13.1 µM]
O=C(CCNS(=O)(=O)c1ccc(Br)s1)NCc1ccccc1Cl | 1.8% | 5.6%[9.22 µM] | -10.9% | -0.2% | -1.4% | -21.3% | 8.4%
C/C(=N\OC(=O)c1ccc(C)cc1)c1sc(C)nc1C | -10.4% | 26.4% | -0.9% | 11.4% | -1.0% | -1.3% | 8.7%
COc1ccc(/C=N/n2cnn(Cc3ccccc3Cl)c2=S)cc1OC | ? | 5.3%[46 µM] | -4.9% | -5.8% | -1.1% | -3.1%[10 µM] | -4.5%
CC(=O)/C(=N/Nc1ccccc1C)N1CCOCC1 | -2.7% | 14.7% | -4.2% | 12.6µM* | -2.9% | -4.7% | 0.3%
CCOC(=O)C(=O)Nc1cc(C)on1 | 0.0%[9.22 µM] | / | 12.7% | 17.0% | 10.4% | -26.9%[10 µM] | 6.8%
Cc1cc(/C=N/NC(=O)C(O)(c2ccccc2)c2ccccc2)c(C)n1-c1ccc(C(=O)O)cc1 | -18.0% | -7.5% | -4.3% | 19.3% | -16.7% | -11.7%[10 µM] | ?
CCOC(=O)N1CCN(S(=O)(=O)c2ccc(OC)c(Cl)c2)CC1 | -26.6% | 3.1% | -10.5% | -0.1% | -18.1% | 10.7%[0.074 µM] | 4.2%
CCOc1c2ccc(C(=O)NCc3ccc(OC(F)(F)F)cc3)cc2nn1C | -1.0% | 1.0% | -6.6% | -18.1% | 0.2% | 9.5% | -4.8%
COCC(C)n1c(COc2ccccc2F)nnc1SCc1c(C)noc1C (stereo not drawn) | -8.7% | -15.2% | -3.1% | -0.4% | -5.1% | -13.1%[10 µM] | 7.5%
COC(=O)c1c(C)[nH]c(C(=O)COC(=O)Cc2ccc3c(c2)OCCO3)c1C | -11.9% | 9.1% | -7.5% | -17.3% | -6.4% | -6.0% | -3.4%
C=CCNC(=S)NNC(=O)c1cccn(Cc2ccc(Cl)c(Cl)c2)c1=O | -17.1% | 7.1% | -3.4% | -17.3% | 3.7% | -21.0% | -6.5%
Cc1ccc(S(=O)(=O)N2CC3CCCC2C3)cc1 (stereo not drawn) | -6.9%[9.22 µM] | / | -3.1% | 3.8% | -8.1% | -17.9%[10 µM] | 16.0%
CCN(CC)c1ccc(-c2n[nH]c(=S)n2-c2ccccc2)cc1 | 1.1%[9.22 µM] | -8.1%[46 µM] | 0.0% | -21.1% | -7.1% | -42.1% | -1.2%
Cc1sc2ncnc(Oc3ccc(-n4ccnc4)cc3)c2c1C | -2.4% | -6.6% | 4.8% | 2.8% | -1.9% | -19.2%[10 µM] | -17.0%
Cc1ccc(C(=O)COC(=O)c2c(C)cc(=O)oc2C)cc1[N+](=O)[O-] | -1.3% | -1.4% | 5.9% | -5.9% | 0.9% | -15.2%[10 µM] | -4.8%
O=C(Nc1ccccc1)OC[C@H](CN1CCCCC1)OC(=O)Nc1ccccc1 | 16.4%[20.6 µM] | ? | / | / | -18.0%[29.1 µM] | 9.3%[40.3 µM] | 0.6%[21.7 µM]
CCOC(=O)c1ccc(N2C(=O)CC(SCC(=O)Nc3ccc(S(N)(=O)=O)cc3)C2=O)cc1 (stereo not drawn) | -24.8% | / | ? | -5.5% | -1.6% | -12.5% | 9.4%
CC(=O)N1C(c2ccccc2)CC(=O)OC1c1ccc2c(c1)OCO2 (stereo not drawn) | 6.5% | 8.2% | -2.9% | 5.0% | -3.7% | 6.4% | -0.9%
CCc1cc(=O)n2[nH]c(C)c(-c3ccccc3OC)c2n1 | ? | -4.9% | 2.7% | 2.2% | -0.4% | -7.0%[10 µM] | 17.8%
COc1cccc(CNC(=O)CSc2cc(=O)n(C)c3ccccc23)c1 | -8.9% | / | -2.3% | 3.3% | -1.7% | -24.3% | -1.1%
CC(=O)c1cccc(NC(=S)NC2CCCCC2)c1 | -10.6% | ? | 0.5% | -2.7% | -10.2% | 35.2%[10 µM] | 5.7%
COc1ccc(Cl)cc1NC(=O)Nc1cn(C)nc1C | 6.3%[9.22 µM] | / | -5.1% | 5.9% | 7.0% | -15.6%[10 µM] | -8.5%
Cc1nn(-c2ccccc2)c(C)c1NC(=O)COc1ccc2ccccc2c1 | 15.3% | ? | -3.6% | -5.5% | -6.4% | -7.5% | 7.5%
O=c1c2ccccc2c(C=Nc2cccc(O)c2)c(O)n1-c1ccc2c(c1)OCO2 | 9.1% | -7.2% | 6.3% | 11.2% | 0.7% | -18.0% | 3.9%
CNc1ccc(Br)cc(C(=O)/C=C/c2ccc(Cl)cc2Cl)c1=O | 14.7%[9.22 µM] | ? | -3.5% | -0.8% | -12.8% | 6.6%[10 µM] | ?
NC(=O)CSc1nnc(-c2cc(-c3cccs3)nc3ccccc23)o1 | -13.3% | -2.9% | ? | 12.3% | -7.4% | 15.2% | -1.6%
N#CNC(=Nc1ccc(Cl)cc1)Oc1ccccc1 | -14.5%[9.22 µM] | / | / | 3.6% | -14.7% | 16.3%[10 µM] | 17.9%
CCN(CC(=O)Nc1cccc(S(=O)(=O)N2CCCC2)c1)CC(=O)Nc1ccccc1OC | 23.8% | / | -4.1% | 29.5% | 6.2% | / | 12.9%
N#CC1(C#N)[C@@H](C(=O)C23CC4CC(CC(C4)C2)C3)C12CCOCC2 | -8.4% | ? | 11.4% | -0.3% | -11.4% | / | 0.6%
N/C(COc1ccc(Cl)cc1)=N\NS(=O)(=O)c1ccccc1 | -6.5% | -2.6% | 7.1% | ? | -9.5% | 5.1%[10 µM] | 7.5%
CCOC(=O)C1=C(C)Nc2sc(C(=O)c3ccc(OC)cc3)c(N)c2C1c1ccc(C(=O)OC)cc1 (stereo not drawn) | 14.9% | -1.4% | 1.9% | 11.7% | 11.6% | 7.6%[10 µM] | -11.8%
CCc1cc(C(=O)OC)c(NC(=O)CCCC(=O)O)s1 | 9.2% | -1.3% | 2.6% | -1.4% | -6.2% | 5.5% | -1.9%
CCOC(=O)C1CCN(CCC(=O)Nc2ccc(F)cc2)CC1 | -1.8% | 7.5%[46 µM] | 0.2% | -8.7% | -10.5% | -41.4% | -19.6%
COc1ccc(-c2cc(C(F)(F)F)nc(SCC(N)=O)n2)cc1 | -2.5% | -9.3% | 1.4% | -5.1% | 4.1% | 7.1%[10 µM] | 3.5%
O=Cc1ccc(OCc2ccccn2)cc1 | -17.2% | 0.6% | 8.3% | 5.8% | 1.6% | 19.0%[10 µM] | 6.9%
COc1ccc2[nH]cc(CCNc3ccnc(-c4ccccc4C)n3)c2c1 | / | ? | / | / | -20.9% | 10.0% | /
CCOC(=O)c1cc2sccc2n1CC(=O)c1ccc2c(c1)OCCO2 | -20.7% | ? | -2.4% | 0.3% | -8.4% | -2.3% | 4.6%
CC(C)NC(=S)NN(c1ccccc1)c1ccccc1 | 28.8% | -7.1% | -4.4% | -16.4% | -4.8% | 2.6% | -3.7%
Continued.
SMILES | HttQ103 aggreg | Lamin A splicing | GAA inhib | GAA glycogen mod | aGlu spleen mod | HTT ATP protect | CBFb RUNX1 block
Cc1cccc(N2CCN(C(=O)COc3ccc4c(c3)CCC4)CC2)c1C | ? | ? | -8.1% | -10.6% | -4.5% | -1.2%[10 µM] | 10.7%
CSc1ccc(CN2CCN(CC=C(C)C)C(CCO)C2)cc1 (stereo not drawn) | / | / | 0.1% | -2.8% | -4.5% | / | -1.7%
CCCc1cc(=O)[nH]c(SCC(=O)N2CCCc3ccccc32)n1 | -2.8%[9.22 µM] | / | 12.1% | 7.4% | -1.8% | -3.4%[10 µM] | -6.8%
COc1cc(OC)cc(-c2nnc(SCc3cccnc3)o2)c1 | 0.8%[9.22 µM] | 6.1% | ? | -17.4% | -11.5% | -14.7% | 1.5%
CC(C)CCOc1ccc(-c2c(=O)n(OCc3ccc([N+](=O)[O-])cc3)c3ccccc3[n+]2[O-])cc1 | -7.5% | -11.2% | 2.6% | 7.6% | -1.8% | -20.4% | -3.1%

The order is random; any-hit rate near 1.5%.
